APOBEC3G inh: APOBEC3G (human) deaminase inhibition; Q9HC16; actives 0.28% (n = 330,000); AID 493012; inhibition, % at 20 µM; recombinant A3G, ssDNA deamination FAM/TAMRA fluorescence;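 active means inhibition of at least 40% at 20 µM, with no more than 30% in the related APOBEC3A deaminase screen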;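 further: plate controls were DMSO wells with A3G for no effect and wells lacking A3G enzyme for full effect; some compounds called inactive have numbers as strong as hits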
Target sequence (Q9HC16 whole entry, looked up): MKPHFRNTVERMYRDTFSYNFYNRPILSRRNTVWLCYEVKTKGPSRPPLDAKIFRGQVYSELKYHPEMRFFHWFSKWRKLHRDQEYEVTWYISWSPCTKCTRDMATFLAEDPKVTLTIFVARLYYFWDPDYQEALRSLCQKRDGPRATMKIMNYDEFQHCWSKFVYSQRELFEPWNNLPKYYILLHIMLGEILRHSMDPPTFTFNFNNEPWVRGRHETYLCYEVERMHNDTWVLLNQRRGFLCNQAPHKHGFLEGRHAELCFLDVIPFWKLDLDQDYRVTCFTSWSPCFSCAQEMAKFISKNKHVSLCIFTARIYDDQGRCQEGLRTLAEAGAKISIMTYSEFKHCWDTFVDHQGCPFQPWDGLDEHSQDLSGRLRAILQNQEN
hIAP activ: human IAP activation; P09923; purified human IAP, CDP-Star luminescence, 30 min; hits give high values; 1 = vehicle-only enzyme, 0 = enzyme-free background; activation factor at 10 µM; actives 0.16% (n = 330,000); AID 2524;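 active means activation factor of the enzyme at least 2-fold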; further: the source names both 10 and 20 µM as test concentration; values of inactives mirror those of a sister screen read the other way
mIAP activ: increases mouse intestinal alkaline phosphatase activity; muIAP, CDP-Star luminescence, 30 min; hits give high values; 1 = vehicle-only enzyme signal, 0 = enzyme-free wells; activation factor at 10 µM; actives 0.24% (n = 330,000);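 active means activation factor of at least 2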; further: the source names both 10 and 20 µM as test concentration; values of inactives mirror those of a sister screen read the other way
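Assay system: mouse IAP enzyme / Compound: DMSO-dissolved test compounds / Timing: 30 min, room temperature / Measured by: luminescence from enzymatic CDP-Star hydrolysis / Control set: DMSO-only wells, enzyme-free buffer wells as negative control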
hIAP block: human IAP inhibition; actives 0.12% (n = 330,000); P09923; inhibition, % at 10 µM; purified IAP, CDP-Star luminescence, 30 min;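 active means inhibition reaching a set limit with compound at 10 µM in the primary screen, cut at about 35% in these data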;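 further: plate controls were DMSO wells with enzyme for no effect and no-enzyme buffer wells for full effect; values of inactives mirror those of a sister screen read the other way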
MPTP block: permeability transition pore inhibition; isolated mouse mitochondria, Ca2+ swelling absorbance, 30 min; inhibition, % at 10 µM; actives 1.4% (n = 360,000); AID 602449;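 active means inhibition of 50% or more, scaled per plate between neutral and stimulator controls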;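 further: 0% = DMSO wells given calcium and 100% = 1 mM EGTA wells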
ATG4B inhibitor: ATG4B (human) cysteine protease inhibition; inhibition, % at 8.33 µM; actives 0.51% (n = 340,000); Q9Y4P1; ATG4B cleavage of LC3-PLA2, NBD-HPC fluorescence, 1 h; in the data active means inhibition above about 40%
Target sequence (Q9Y4P1 whole entry, looked up): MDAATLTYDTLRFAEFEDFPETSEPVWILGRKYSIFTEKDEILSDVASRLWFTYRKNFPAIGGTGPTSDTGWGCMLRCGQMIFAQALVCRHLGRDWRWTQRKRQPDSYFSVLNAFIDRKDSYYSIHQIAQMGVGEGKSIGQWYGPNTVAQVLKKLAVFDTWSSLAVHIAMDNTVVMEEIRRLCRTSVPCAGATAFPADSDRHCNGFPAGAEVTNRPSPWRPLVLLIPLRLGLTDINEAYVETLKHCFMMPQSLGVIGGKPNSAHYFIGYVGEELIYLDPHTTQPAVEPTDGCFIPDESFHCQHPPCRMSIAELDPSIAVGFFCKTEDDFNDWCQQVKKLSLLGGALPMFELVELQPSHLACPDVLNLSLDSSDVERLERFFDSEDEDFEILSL
mIAP inh: mouse IAP inhibition. purified mouse IAP, CDP-Star luminescence, 30 min. inhibition, % at 10 µM. actives 0.2% (n = 330,000). AID 2806;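 active means inhibition of at least 40% at 10 µM in the primary screen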;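 further: plate controls were DMSO with enzyme for no effect and no enzyme wells for full effect; values of inactives mirror those of a sister screen read the other way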
APOBEC3A inh: inhibitors of human APOBEC3A DNA deaminase; AID 493011; inhibition, % at 20 µM; actives 0.41% (n = 330,000); P31941; recombinant A3A, FAM/TAMRA ssDNA deamination fluorescence;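 active means at least 40% inhibition at 20 µM here, with at most 30% in a related deaminase screen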;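 further: plate controls were A3A with DMSO for no effect and wells lacking A3A enzyme for full effect; some results filed as inactive read as strong as hits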
Target sequence (P31941 whole entry, looked up): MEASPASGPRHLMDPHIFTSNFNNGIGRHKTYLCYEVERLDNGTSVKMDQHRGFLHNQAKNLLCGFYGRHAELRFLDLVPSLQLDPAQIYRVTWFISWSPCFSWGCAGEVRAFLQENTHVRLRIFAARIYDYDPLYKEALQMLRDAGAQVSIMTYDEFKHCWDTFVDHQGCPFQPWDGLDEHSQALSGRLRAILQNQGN
MIN6 prolif: induces beta-cell replication in MIN6 cells | AID 2380 | proliferation, % at 10 µM | actives 0.29% (n = 330,000) | MIN6 cells proliferation, ATPlite luminescence, 48 h; cells starved in 0.2% serum; 100% = growth in 10% serum;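 active means compounds whose signal lies at least 3.5 SD above the mean of all wells on their plate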;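 further: 0% = DMSO-treated cells in low-serum medium and 100% = 10% serum control; some compounds called inactive have numbers as strong as hits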
An asterisk follows results filed as active.

Sample of the layout (3 entries):
1. CC1CCN(c2c(NCC3CCC(C(=O)N4CCCC(C)C4)CC3)c(=O)c2=O)CC1 (configuration not stated)
2. COc1ccccc1CNC(=O)CC(NS(=O)(=O)c1ccc(C)cc1)c1ccco1 (configuration not stated)
3. CCc1nnc(NC(=O)CSc2nnc(C(C)NC(=O)c3ccccc3)n2C)s1 (configuration not stated)

entry no.,1,2,3
hIAP activ,0.92,1.1,1.2
ATG4B inhibitor,-14,-10,-2
hIAP block,8,-7,-16
mIAP activ,1,1.1,0.96
MIN6 prolif,-2,2,-3
APOBEC3G inh,-2,-3,0
mIAP inh,-1,-6,4
MPTP block,-1.6,0.1,-2.7
APOBEC3A inh,-2,0,0

Results (from the top)
1. CC1CCN(c2c(NCC3CCC(C(=O)N4CCCC(C)C4)CC3)c(=O)c2=O)CC1 (configuration not stated)
2. COc1ccccc1CNC(=O)CC(NS(=O)(=O)c1ccc(C)cc1)c1ccco1 (configuration not stated)
3. CCc1nnc(NC(=O)CSc2nnc(C(C)NC(=O)c3ccccc3)n2C)s1 (configuration not stated)
4. Cc1ccc(NCC(O)Cn2cnc3c2c(=O)n(C)c(=O)n3C)cc1 (configuration not stated)
5. COc1ccc(S(=O)(=O)N2CCc3ccccc32)cc1C(=O)N1CCN(C=O)CC1
6. CC(=O)NC(=O)NC1CSCC1OC(C)=O (configuration not stated)
7. CC(C)(C)NC(=O)NC(=O)COc1ccccn1
8. O=C(CCCc1ccccc1)NCCc1ccc(F)cc1

entry no.,1,2,3,4,5,6,7,8
hIAP activ,0.92,1.1,1.2,1,1.1,0.79,0.94,0.95
ATG4B inhibitor,-14,-10,-2,6,-5,-2,-6,1
hIAP block,8,-7,-16,-2,-9,21,6,5
mIAP activ,1,1.1,0.96,0.98,0.99,0.98,1,1
MIN6 prolif,-2,2,-3,3,-2,-1,3,2
APOBEC3G inh,-2,-3,0,-11,-5,-5,1,10
mIAP inh,-1,-6,4,2,1,2,0,-2
MPTP block,-1.6,0.1,-2.7,-2.6,-0.2,-0.6,0.6,0.3
APOBEC3A inh,-2,0,0,-8,-2,-2,2,4

As entered above.
In MPTP block, `Cc1ccc(NCC(O)Cn2cnc3c2c(=O)n(C)c(=O)n3C)cc1` (configuration not stated) reads -2.6
In ATG4B inhibitor, `CCc1nnc(NC(=O)CSc2nnc(C(C)NC(=O)c3ccccc3)n2C)s1` (configuration not stated) reads -2
In MPTP block, `CC(C)(C)NC(=O)NC(=O)COc1ccccn1` reads 0.6

Following part
9. CCCn1nc2cc(C(=O)NCc3ccc(OC)cc3)ccc2c1OCC
10. CC(C)(C)OC(=O)N1CCCC(C(=O)Nc2cccc(C(=O)N3CCCC3)c2)C1 (configuration not stated)
11. Cc1ccc(S(=O)(=O)N2CCN(C(=O)COC(=O)C3CCC3)CC2)cc1
12. COC(=O)c1ccccc1NC(=O)Nc1cnccn1
13. Cc1cc(C)c(C(=O)COC(=O)CCNS(=O)(=O)c2c(Cl)cccc2Cl)cc1C
14. C/C(=N\NC(=O)CNC(=O)c1ccc(Br)cc1)c1ccco1
15. Cc1ccc([N+](=O)[O-])c(OCCN2CCc3ccccc3C2)c1
16. CCOc1cc(/C=C2\CCCC(C(=O)C(F)(F)F)=C2O)ccc1O

entry no.,9,10,11,12,13,14,15,16
hIAP activ,0.99,1,1.2,0.94,0.87,0.94,1,0.88
ATG4B inhibitor,3,-5,3,-5,6,-8,4,11
hIAP block,1,0,-16,6,13,6,-1,12
mIAP activ,1,0.91,1,0.95,0.98,0.89,1,0.87
MIN6 prolif,1,-4,0,-1,0,0,2,-3
APOBEC3G inh,-10,-6,-2,-4,-9,-1,-8,-2
mIAP inh,-3,10,-2,5,2,11,-2,13
MPTP block,0.1,-0.5,-1.1,2.1,0.4,-1.9,0.7,5.5
APOBEC3A inh,1,-4,1,2,-3,0,-6,2

17. COC(=O)c1ccc(COC(=O)c2ccc(CS(=O)(=O)c3ccc(C)cc3)cc2)cc1
18. COc1ccc(C2Nc3ccccc3C(=O)N2c2ccc(C)cc2)cc1Cn1nnc2ccccc21 (configuration not stated)
19. O=C(/C=C/c1cccc(F)c1)Nc1cc(S(=O)(=O)N2CCOCC2)ccc1Cl
20. CCN1CCN(Cc2cccc(Oc3ccccc3)c2)CC1
21. Cc1nn(CC(=O)Nc2ccccn2)c(=O)c2ccccc12
22. CCN(CC)S(=O)(=O)c1cccc(C(=O)N2CCCCC2)c1
23. NCC12CC3CC(C1)CC(c1ccc(Cl)cc1)(C3)C2
24. CCc1ccc(NC(=O)Cn2nnc(C(=O)NCc3ccc(OC)cc3)c2N)cc1

entry no.,17,18,19,20,21,22,23,24
hIAP activ,1.2,0.97,0.95,0.74,1.2,1.2,0.96,0.79
ATG4B inhibitor,-4,-10,-14,-5,-6,-6,0,-1
hIAP block,-25,3,4,26,-19,-16,4,21
mIAP activ,1,1.1,0.96,1,0.98,1,1.1,1
MIN6 prolif,-3,1,-2,-3,2,-2,-5,-2
APOBEC3G inh,-3,-2,-4,-3,4,-2,-10,2
mIAP inh,-2,-12,4,-2,2,0,-6,0
MPTP block,0.4,0.3,0.8,0.1,-3.7,-9.9,75*,0.3
APOBEC3A inh,0,3,-2,0,3,-2,0,0

25. Cc1ccc(OCCn2cc(C(=S)N3CCCC3)c3ccccc32)cc1C
26. C=CCn1c(O)c(N=NC(=S)Nc2ccccc2C)c2cc(S(=O)(=O)N3CCOCC3)ccc21
27. CC(NC(=O)c1nn(C)c2c1CS(=O)(=O)c1ccccc1-2)c1ccccc1 (configuration not stated)
28. O=c1cc(CO)oc(CN2CCC(Cc3ccccc3)CC2)c1O
29. O=C(COC(=O)c1ccccc1NC(=O)c1ccco1)NC1CC1
30. Cn1c(=O)[nH]c2nc[nH]c2c1=O
31. N#CC1(NC(=O)COC(=O)c2nc(Cl)ccc2Cl)CCCCC1
32. CNC(=S)N(Cc1cccs1)Cc1cc2ccc(OC)cc2[nH]c1=O

entry no.,25,26,27,28,29,30,31,32
hIAP activ,1.1,1.1,0.93,1,0.98,1.1,1.1,1
ATG4B inhibitor,-2,-10,0,-1,-11,4,-4,-5
hIAP block,-6,-7,7,-3,2,-8,-13,-1
mIAP activ,0.96,0.82,0.94,0.99,0.96,0.89,0.98,0.97
MIN6 prolif,-6,-4,3,-3,-2,-4,3,0
APOBEC3G inh,0,-5,-8,-4,-4,-5,-6,-5
mIAP inh,4,18,6,1,4,11,2,2
MPTP block,-0.7,0.6,-2.0,1.1,0.2,-0.7,-1.0,-1.2
APOBEC3A inh,-1,-4,-4,-5,-1,-3,0,2

33. CCCC(=O)Nc1nnc(COC)s1
34. COc1ccc(OC)c(C(=O)Cn2nnc(-c3ccc(N4CCOCC4)cc3)n2)c1
35. O=C(NCC1CCCO1)C(c1ccc(N2CCOCC2)cc1)N(C(=O)Cn1nnc2ccccc21)c1ccccc1F (configuration not stated)
36. N=c1c2c(-c3ccccc3)c(-c3ccccc3)n(Cc3ccco3)c2ncn1CCCO
37. Cc1cccc(NC(=O)C2CCN(S(=O)(=O)c3ccc4c(c3)NC(=O)CO4)CC2)c1
38. CCNC(=S)NNC(=O)c1cc(CC(C)C)nc2ccccc12
39. CCN(CC)CCCn1c2c(c(SCC(=O)Nc3ccccc3Cl)nc1=O)CCC2
40. CCCCOc1ccc(C(=O)NCCC(=O)NCCCC(=O)OCC)cc1

entry no.,33,34,35,36,37,38,39,40
hIAP activ,1.3,0.99,0.94,0.88,1.2,1.7,0.97,0.91
ATG4B inhibitor,3,-5,-6,2,-5,-2,-4,-3
hIAP block,-26,1,6,12,-21,-74,3,9
mIAP activ,1,0.99,1.1,1.1,1.2,1,1.1,0.98
MIN6 prolif,1,1,-3,-3,-1,-2,3,0
APOBEC3G inh,-1,-2,0,2,-5,-1,-6,-6
mIAP inh,-5,1,-8,-6,-21,-2,-7,2
MPTP block,-1.6,1.8,0.7,3.2,-0.8,-1.2,-0.8,-1.1
APOBEC3A inh,6,3,2,1,-4,0,-1,-3

41. CC1CCc2c(sc3nn[nH]c(=O)c23)C1 (configuration not stated)
42. CC1CCCC(NC(=O)CCNC(=O)c2ccc(Br)cc2)C1C (configuration not stated)
43. Cc1nnc(CN(C)Cc2cn[nH]c2-c2ccc(-c3ccccc3)cc2)o1
44. COc1cccc(CCNC(=O)C2CCCN(c3ncnc4c3nc3n4CCCCC3)C2)c1OC (configuration not stated)
45. CCc1ccccc1NC(=O)Nc1cnccn1
46. O=C(Nc1cccc(-c2nnc(-c3ccccc3)o2)c1)C1CC1
47. CN1CCN(CCN2CCn3c2nc2ccccc23)CC1
48. CCc1nnc(NC(=O)c2cc(-c3cccnc3)nc3ccccc23)s1

entry no.,41,42,43,44,45,46,47,48
hIAP activ,0.95,1.2,1,1.3,0.92,0.98,0.79,0.96
ATG4B inhibitor,-5,0,-1,1,-4,-17,-1,-7
hIAP block,5,-19,-2,-27,8,2,21,4
mIAP activ,1,0.99,1,0.96,1,1.1,1,0.94
MIN6 prolif,1,-3,-1,7,2,1,-3,0
APOBEC3G inh,-1,-7,-1,-6,2,-4,-2,-11
mIAP inh,-2,1,0,4,-1,-5,-2,6
MPTP block,0.6,-0.1,0.9,-1.7,0.2,2.9,0.2,-1.3
APOBEC3A inh,-3,-2,2,-4,2,0,-4,-3

49. C=CCOc1c(Br)cc(/C=N/O)cc1OCC
50. CN(CCc1ccccn1)S(=O)(=O)c1ccccc1F
51. COc1ccccc1-c1cc(C2CC2)nc(N)c1C#N
52. COc1ccc2cc(C3CC(c4cccs4)=NN3S(C)(=O)=O)c(Cl)nc2c1 (configuration not stated)
53. Cc1c(OCC(=O)NC2CCN(Cc3ccccc3)CC2)ccc2c3c(c(=O)oc12)CCC3
54. COC(=O)c1nc2n(n1)C(c1cccc(Cl)c1)C1=C(CC(C)(C)CC1=O)N2 (configuration not stated)
55. Cn1c(Cn2c(=O)sc3ccccc32)nnc1SCC(=O)NCC1CCCO1 (configuration not stated)
56. O=C(C1CC1)N1N=C(c2ccc(F)cc2)CC1(O)C(F)(F)F (configuration not stated)

entry no.,49,50,51,52,53,54,55,56
hIAP activ,1.1,1.1,0.91,0.97,1.1,0.94,0.92,0.98
ATG4B inhibitor,-2,-13,-6,-11,-1,-2,8,-2
hIAP block,-7,-8,9,3,-5,6,8,2
mIAP activ,0.95,0.98,0.92,0.94,0.94,0.93,1.1,0.95
MIN6 prolif,0,-1,1,-1,-2,-2,-5,2
APOBEC3G inh,-5,-8,3,-2,-4,1,-7,-5
mIAP inh,5,2,8,6,6,7,-8,5
MPTP block,0.8,-0.8,0.0,4.9,1.3,-0.9,-2.0,1.0
APOBEC3A inh,1,-5,3,0,-1,-3,-1,2

57. O=C(CN1CCOCC1)NCc1ccccc1Cl
58. CCOc1ccccc1NC(=O)c1ccc2ccccc2c1
59. O=C(CN1C(=O)c2cccc3cccc1c23)N1CCN(c2cccc(Cl)c2)CC1
60. CCCCNC(=O)Nc1ccccc1C(=O)Nc1ccc(OC)cc1
61. CCCc1cc(=O)[nH]c(SCC(=O)NN(c2ccccc2)c2ccccc2)n1
62. O=C(CN1CCN(C(=O)c2ccco2)CC1)Nc1ccc(Cl)c(C(F)(F)F)c1

entry no.,57,58,59,60,61,62
hIAP activ,0.93,1.1,1.9,0.87,0.92,1.1
ATG4B inhibitor,-3,6,-9,0,10,-3
hIAP block,7,-10,-86,13,8,-5
mIAP activ,1,0.92,1,1.1,0.96,1
MIN6 prolif,-3,0,-2,-1,5,-4
APOBEC3G inh,-8,-1,-6,2,-8,-6
mIAP inh,-1,8,-2,-14,4,-5
MPTP block,1.5,0.2,0.8,-0.4,-1.3,-0.1
APOBEC3A inh,-4,-2,-4,-4,-4,0

From PubChem BioAssay
